Compound activity (PubChem)
Autophagy mod: autophagy modulators in MEF cells, primary screen, imaging, high-content, MEF GFP-LC3; MEF GFP-LC3 puncta imaging; test concentration mostly 10 µM; calls only at 10 µM (by protocol); 190,000 compounds, 0.98% hits;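 active = percentage of spot-positive cells more than 3 SD above its plate mean, without a fluorescence outlier flag or 80% toxicity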;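 also: spot-positive cell cutoff set from DMSO-treated cells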
Ins promoter up: insulin promoter activators in MIN6 cells, imaging, high-content screening, mouse beta cells; 190,000 compounds, 0.3% hits; AID 1625, 2009; z-score at 5 µM; MIN6 insulin promoter-GFP reporter; hits give high values;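 active = z-score above 3 at 5 µM with at least 500 cells counted in the well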
MT stabilize HCS: microtubule stabilizers in HeLa cells, primary screen, imaging, high-content imaging | HeLa tubulin immunostaining HCS, 24 h; share of cells brighter than vehicle mean+2SD | 200,000 compounds, 0.83% hits | % tubulin-high responders, % at 10 µM;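 active = plate Z-score above 3 for both tubulin-high and condensed-nucleus cell shares, with cell loss under 80%, at 10 µM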;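 also: anti alpha tubulin signal scored within the nucleus-defined area of each cell; some results filed as inactive read as strong as hits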
human PMI inhibition: inhibitors of human PMI, primary screen, biochemical, fluorescence intensity, coupled assay (AID 1209) | purified PMI enzyme, coupled fluorescence intensity; higher % means a stronger effect | Mannose-6-phosphate isomerase (Homo sapiens) | one-dose inhibition, % at 20 µM; IC50 in µM for titrated hits | 190,000 compounds, 0.42% hits;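 also: plate controls were DMSO vehicle for no effect and wells lacking substrate for full effect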
human PMI inhibitors: human PMI inhibitors, high substrate, primary screen, biochemical, fluorescence intensity, high mannose 6-phosphate (AID 1220). Mannose-6-phosphate isomerase (Homo sapiens). recombinant PMI enzyme, coupled fluorescence intensity; higher % means a stronger effect. inhibition, % at 20 µM, or IC50 in µM where a hit was titrated. 190,000 compounds, 0.66% hits
b-catenin transl: modulators of beta-catenin nuclear translocation, primary screen, imaging, HeLa cells, immunofluorescence, high-content | nuclear translocation activity, % at 5 µM | 190,000 compounds, 0.3% hits | AID 1665, 2009;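 active = nuclear translocation activity above 50% at 5 µM, with a well cell count of 50 or more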;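 also: per-cell ratio of nuclear to cytoplasmic median beta-catenin stain intensity; plate controls were DMSO negative control for no effect and GSK-3 inhibitor IX positive control for full effect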
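test system = HeLa cells, endogenous beta-catenin | dosing = single 5 µM dose plus 0.02–20 µM confirmation series | times = compound treatment 24 h, 37°C, 5% CO2 | technique = beta-catenin immunofluorescence imaging with DAPI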
T cell modulator: modulators of CD8 T cell-vesicle binding, primary screen, mouse 2C CD8+ T cells, flow cytometry | calls only at 7 µM | 330,000 compounds, 0.068% hits | 2C CD8+ T cell-vesicle binding; hits give low values;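 active = response, share of CD8 T cells binding vesicles, and their 90th percentile fluorescence all below set limits, cut at about 80% in these data, passing the limit was not always enough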
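Test system: purified 2C TCR transgenic mouse naive CD8+ T cells. Probe or stimulus: QL9-peptide-loaded Drosophila micro-vesicles bearing Ld, ICAM-1 and B7-1. Incubation: binding step 1.5 h, 37 °C, antibody labelling 20 min, ice. Measured by: flow cytometry of vesicle-bound cells.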
Lipid droplet: inhibitors of hepatocyte lipid droplet formation, primary screen, imaging, high-throughput imaging, BODIPY stain | AID 1656, 2009 | AML12 mouse hepatocytes, oleate lipid droplets | 240,000 compounds, 0.4% hits | inhibition, % at 6.5 µM;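 active = lipid droplet intensity inhibited by at least 50%, with more than 500 cells counted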
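Test system: AML12 hepatocytes (mouse); reagent: oleate loading, 100 µM; dosing: one dose, 6.5 µM compound; incubation: overnight exposure; signal: fluorescence imaging, 20x objective, two fields per well; read-out basis: % inhibition of corrected integrated BODIPY droplet signal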
TNAP activation fold: human TNAP enzyme activators, primary screen, biochemical, luminescent, no phosphate acceptor, uHTS (AID 1001); purified TNAP, luminescent activation assay, no phosphate acceptor; higher activation fold means a stronger effect; activation fold at 20 µM; hits with a dose series show EC50 in µM; Alkaline phosphatase, tissue-nonspecific isozyme (Homo sapiens); 200,000 compounds, 0.03% hits; in the data active = activation fold from about 3, or a potency from the dose series; inactive = the rest, 99 in 100 with activation fold below about 1.6; also: many of its hits are not listed in these tables
Ins promoter up cell count: second read-out of Ins promoter up, no call of its own (marks repeat the call); cell count; measured here: cytotoxicity, nuclei count;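 total cells summed across four imaged fields per well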
Lipid droplet cells 6.5 µM: also measured in Lipid droplet; calls as there; cell count; measured here: cell count, cytotoxicity flag;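 cells counted across two imaged fields per well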
b-catenin transl cell count 5 µM: also measured in b-catenin transl; calls as there; cell count; measured here: cell count, cytotoxicity flag
T cell modulator vesicle-bound %: recorded beside T cell modulator, whose call it bears; double positive events, %; measured here: CD8+ vesicle-bound cell fraction;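 binding gate set so that unloaded-vesicle control wells show 10% double positive cells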
MT stabilize HCS Hoechst-high %: further read-out of MT stabilize HCS, marked with its call; % Hoechst-high responders; measured here: nuclear condensation Hoechst responders;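 share of cells brighter than vehicle mean plus two SD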
MT stabilize HCS cytotoxicity %: further read-out of MT stabilize HCS, marked with its call; toxicity, %; measured here: cytotoxicity by cell density;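 0% = mean cell density of plate MIN control wells and 100% = no cells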
Autophagy mod cell loss 18 h: also measured in Autophagy mod; calls as there; toxicity, %; measured here: cell loss, nuclei count;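 cell loss after 18 h compound exposure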
Starred values were filed as active, the others as inactive; i = inactive; . = no result given; + = active, no number. Rule as the data show it, unless noted: active = inhibition above about 50%; inactive = the rest. This is a random part of the collection; 2.9% or so of the library scored in one or more.

SMILES,Autophagy mod,Autophagy mod cell loss 18 h,Ins promoter up,Ins promoter up cell count,MT stabilize HCS,MT stabilize HCS Hoechst-high %,MT stabilize HCS cytotoxicity %,human PMI inhibition,human PMI inhibitors,b-catenin transl,b-catenin transl cell count 5 µM,T cell modulator,T cell modulator vesicle-bound %,Lipid droplet,Lipid droplet cells 6.5 µM,TNAP activation fold
COCCOC(=O)C1=C(C)NC(=O)NC1/C=C/c1ccccc1 (stereo not given),i,7,1,1334,3.1,2.9,11,-8%,3%,-7.2,569,i,25,-5,669,1
CC(C)CCN1C(=O)c2ccc(C(=O)NCc3ccco3)cc2C1=O,i,0,-1.9,1206,3.1,2.0,2.2,3%,0%,.,.,i,34,18,761,1.1
CN(C)S(=O)(=O)c1ccc(/C(O)=C2/C(=O)C(=O)N(Cc3cccnc3)C2c2cccs2)cc1 (stereo not given),i,6,0.39,1399,3.5,1.9,7.6,-14%,-12%,-0.2,1021,i,50,-4,692,1
CCOc1ccc2[nH]c(=S)[nH]c2c1,i,0,-0.99,795,2.7,2.7,4.7,36%,21%,4.1,1036,i,36,5,786,1.2
O=C(O)C1(P(=O)(c2ccccc2)c2ccccc2)CCC1,i,7,0.31,1290,2.7,2.8,7.0,-2%,-2%,-3.9,901,i,23,.,.,1.1
Cc1ccc(-c2csc(N/N=C/c3ccco3)n2)c(C)c1,i,-8,-0.18,1045,4.1,3.2,5.9,6%,8%,0.4,1103,i,50,7,693,1.3
Cc1cc(Nc2ccccc2)nn1C(=O)c1ccc(Cl)cc1,i,10,-0.21,695,0.6,2.1,22,16%,12%,1.5,1043,i,48,-4,780,0.9
O=C(Nc1ccc(Cl)cn1)Nc1ccc(Cl)cn1,i,8,-0.89,1376,13,2.2,3.3,0%,-9%,-2.4,1137,i,24,-12,661,1.1
Cc1nc2cc(C(=O)O)ccc2s1,i,38,-0.35,1302,1.2,2.1,14,-7%,-4%,-9.8,966,i,24,.,.,1.1
C(=N\n1cnnc1)/c1ccc(-c2ccccc2)cc1,i,-2,-0.51,1358,7.5,1.7,9.7,-8%,8%,-2.1,629,i,19,.,.,1.1
O=C1c2cccc(OCC(=O)N3CCCc4ccccc43)c2CCN1Cc1ccc(F)cc1,i,-2,1.7,1306,2.0,1.5,11,-2%,1%,.,.,i,31,2,634,1.1
CCOc1ccc(-n2cc(C(=O)Nc3ccc(Cl)cn3)c3cc(OC)c(OC)cc3c2=O)cc1,+,-8.6*,-1,865,0.2,1.0,20,-7%,-9%,.,.,.,.,-2,806,1.1
CCOc1ccc2c(c1)C(C)=CC(C)(C)N2C(=O)Nc1ccccc1,i,9,.,.,0.8,0.8,1.1,.,43%,.,.,i,34,10,809,1.1
CCCCN(CC)CCNC(=O)c1[nH]c(C)c(C(C)=O)c1C,i,14,-0.65,847,1.3,2.2,11,-12%,-7%,.,.,i,17,12,795,1.2
CCCCOC(=O)Nc1ccccc1C(N)=O,i,-12,-0.2,1491,1.5,3.2,14,-8%,1%,-8.4,909,i,40,.,.,1.1
CN(C)/C=N/c1ncc(C(=O)c2ccc(Cl)cc2Cl)s1,i,-6,-0.22,1161,1.1,2.4,9.1,-12%,-12%,3.4,971,i,7,.,.,1.1
O=C(COC(=O)C1CC(O)CN1S(=O)(=O)c1ccc(Cl)cc1)c1cccc(Cl)c1 (stereo not given),i,5,.,.,3.1,1.9,7.2,14%,5%,-0.5,979,i,40,-22,550,1
CCCC(=O)C1C(=O)CC(CC(C)SCC)CC1=O (stereo not given),i,12,.,.,2.3,0.3,24,-5%,-4%,.,.,i,36,24,787,0.9
COCCn1nnnc1SCC(=O)NCc1ccc2c(c1)OCO2,i,-17,.,.,3.0,2.7,1.4,-10%,-2%,0.2,1514,i,59,-1,697,1.3
Cc1ccc2oc(=O)c3cnn(CC(=O)NC4CCN(Cc5ccccc5)CC4)c3c2c1,i,6,-2.1,936,6.5,2.7,6.0,-7%,-6%,.,.,i,26,.,.,1.1
COc1ccc(CC(=O)Nc2ccc(OC(C)=O)cc2C(=O)O)cc1,i,20,-0.82,1363,3.2,2.3,5.8,4%,6%,1.6,1082,i,9,11,627,1.1
Cc1nc2sc(C(c3ccccc3)N3CCN(c4ccccc4F)CC3)c(O)n2n1 (stereo not given),i,8,2,1259,2.5,1.3,5.0,19%,13%,-1.3,1028,i,46,-18,612,1
CCC1CCCCN1Cc1ccc(CNS(=O)(=O)c2ccc3c(c2)oc(=O)n3C)o1 (stereo not given),i,19,-0.24,897,2.8,1.4,2.9,1%,9%,-5.8,932,i,25,.,.,1.1
Cc1nc(N)c(Br)c(C)c1Br,i,34,0.38,1394,2.9,2.1,1.5,6%,7%,3.2,954,i,65,25,643,1.1
Cc1nn2c(NCCOCCO)c3c(nc2c1-c1ccccc1)CCCC3,i,2,.,.,2.6,1.2,11,6%,3%,.,.,i,6,.,.,1
O=C(Nc1ccccc1F)c1cc2nc(C(F)F)cc(C(F)F)n2n1,i,-5,0.25,1275,3.4,2.0,2.0,8%,-18%,-2.5,1140,i,56,5,747,1.1
COc1ccc(N2CCN(C(=O)CCSCc3ccccc3F)CC2)cc1,i,17,-0.79,1092,3.6,1.5,4.7,4%,10%,-0.2,1054,i,33,-18,722,1.1
CCC(CC)NC(=O)Cc1ccccc1OC,i,-4,-0.29,961,2.1,2.0,6.4,-2%,-5%,-1.1,1173,i,24,-2,718,1.2
C/C(=N\N=C(c1ccccc1)c1ccccc1)c1ccco1,i,2,0.14,1392,2.7,2.3,3.2,18%,13%,-2.0,1148,i,35,-10,678,1
O=C(Nc1ncccc1Cl)c1cccc(F)c1,i,-19,-1.8,992,1.5,1.4,6.7,-3%,-6%,.,.,i,48,.,.,1.2

2 successive entries already listed, for reference:
SMILES,Autophagy mod,Autophagy mod cell loss 18 h,Ins promoter up,Ins promoter up cell count,MT stabilize HCS,MT stabilize HCS Hoechst-high %,MT stabilize HCS cytotoxicity %,human PMI inhibition,human PMI inhibitors,b-catenin transl,b-catenin transl cell count 5 µM,T cell modulator,T cell modulator vesicle-bound %,Lipid droplet,Lipid droplet cells 6.5 µM,TNAP activation fold
COCCOC(=O)C1=C(C)NC(=O)NC1/C=C/c1ccccc1 (stereo not given),i,7,1,1334,3.1,2.9,11,-8%,3%,-7.2,569,i,25,-5,669,1
CC(C)CCN1C(=O)c2ccc(C(=O)NCc3ccco3)cc2C1=O,i,0,-1.9,1206,3.1,2.0,2.2,3%,0%,.,.,i,34,18,761,1.1

(continued)
SMILES,Autophagy mod,Autophagy mod cell loss 18 h,Ins promoter up,Ins promoter up cell count,MT stabilize HCS,MT stabilize HCS Hoechst-high %,MT stabilize HCS cytotoxicity %,human PMI inhibition,human PMI inhibitors,b-catenin transl,b-catenin transl cell count 5 µM,T cell modulator,T cell modulator vesicle-bound %,Lipid droplet,Lipid droplet cells 6.5 µM,TNAP activation fold
Cc1nn(-c2ccccc2)c(Cl)c1C(=O)NCC(C)C,i,14,0.68,923,3.6,2.9,12,-5%,-7%,2.1,1215,i,24,9,828,1.1
CCOC(=O)CSc1nnc(CNC(=O)c2ccc(OC)cc2OC)n1-c1ccc(OC)cc1,i,0,1.4,1471,4.0,3.4,9.6,-7%,2%,-2.0,954,i,48,.,.,1.2
CSc1ccccc1NC(=O)CO/N=C(\C)c1cc2ccccc2o1,i,-1,0.13,1386,1.0,1.8,8.2,14%,15%,.,.,i,41,-15,620,1.1
Cc1ccc(NC(=O)CCn2cnc3ccccc3c2=O)cc1Cl,i,18,.,.,3.1,2.5,5.9,4%,9%,3.8,507,i,34,6,769,1
Cc1nc(N2CCN(c3ccccc3)CC2)[nH]c(=O)c1Cc1ccccc1,i,10,-0.32,997,3.6,3.9,6.3,-7%,-4%,-1.9,1071,i,20,.,.,0.9
CCOC(=O)c1c(NC(=O)c2cc(-c3ccc(O)cc3)on2)sc(C(C)=O)c1C,i,1,0.06,1263,6.2,4.8,2.7,3%,2%,-1.8,592,i,43,2,725,1.1
Cc1cccc(CC(=O)Nc2cc(C)c3c(=O)oc4ccccc4c3n2)c1,i,10,2.2,1864,7.6,2.0,0.0,17%,13%,2.8,1040,i,43,-4,688,0.9
O=C(O)/C=C/c1cn(Cc2ccccc2Cl)nc1-c1ccccc1,.,.,0.64,1022,.,.,.,.,.,-0.7,1386,i,43,1,746,.
